# p53ts 39C tox: qHTS Screen for Compounds that Selectively Target Cancer Cells with p53 Mutations: Cytotoxicity of p53ts Cells at the Nonpermissive Temperature; H1299-p53A138V viability at 39C, ATP luminescence, 24 h; Potency, µM (highest dose often 46.1 µM), inactives show top-dose activity change, negative = cell killing, usual class: cytotoxic; actives 1.5% (n = 130,000); note: nearly all actives have a fitted effect of over 55% in size
# IkB signaling: IkB Signaling; ABC-DLBCL IkBa-CBG/CBR dual luciferase ratio, 4 h; response scale: scaled: untreated 0%, proteasome inhibitor 100%; Potency, µM (top dose mostly 57.1 µM), for inactives: top-dose IkBa stabilization activation; AID 445, 2006; actives 0.04% (n = 110,000); active = well fitted curve in the direction sought with a large enough effect in the signal ratio, not every such curve was filed as active; inconclusive = small, poorly fitted or top-dose-only effect, or a change in a side signal; the % refers to the signal ratio;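 note: the direction sought is a rising ratio; 0% = basal untreated cells and 100% = reference inhibitor full response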
#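 In this assay, an IκBα–CBG68 fusion accumulates when IKK-driven degradation is blocked; native CBR normalizes for cell number. OCI-Ly3 cells were treated 4 h with compound and doxycycline, then green and red light read after Chroma-Glo addition.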
# Peg3 imprint: qHTS Assay for Compounds that Induce Erasure of Genomic Imprints; mouse ES Peg3-LacZ reporter, beta-gal luminescence, 40 h; Potency, µM (doses to about 60.7 µM), for the others: at the top dose activity change, positive = activation, hits mostly activators; actives 0.02% (n = 110,000);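 note: 0% = negative control wells on the plate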
#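 Imprint erasure is scored as LacZ activity from the silenced maternal Peg3 allele in feeder-free female ES cells cultured 40 h with LIF. Luminescence is normalized to in-plate negative controls and fitted to the Hill equation.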
# p53ts 32C kill: qHTS Screen for Compounds that Selectively Target Cancer Cells with p53 Mutations: Cytotoxicity of p53ts Cells at the Permissive Temperature; H1299-p53A138V at 32C, ATP luminescence viability, 24 h; Potency, µM (series often up to 46.1 µM), for the others: at the top dose activity change, negative = cytotoxicity, most hits filed as cytotoxic; actives 0.93% (n = 130,000);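 note: 0% = DMSO and -100% = full killing by reference compound; nearly all actives have a fitted effect of over 55% in size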
#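 ATP-content luminescence (ATPlite) read-out after 24 h compound exposure at 32C in H1299-p53A138V cells (600/well). Tested up to 46 uM. Normalized to DMSO (0%) and 100 uM tamoxifen (100% killing); Hill-fit AC50.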
# * hit, by the source's call; ? = inconclusive; · = no result given; [ ] = remark or other dose. Unless noted, calls come from the whole dose curve; as a rule, active = well fitted curve in the direction sought with a large enough effect; inconclusive = small, poorly fitted or top-dose-only effect, or another doubt; inactive = no such curve, though single readings can be large; an effect the other way counts as inactive or inconclusive. Unless noted, % is set by controls: 0 for no effect and ±100 for the full control effect; potency is the fitted concentration of half-maximal effect.
SMILES,p53ts 39C tox,IkB signaling,Peg3 imprint,p53ts 32C kill
COc1ccc(C2C3=C(CC(c4ccco4)CC3=O)Nc3ccccc3N2C(C)=O)cc1 (stereo not drawn),9%,-0.3%,-8%,12%
O=C(Nc1ccc2nc(SCCOc3ccccc3Cl)sc2c1)c1ccc2c(c1)OCO2,-9%,?,-14%[10.9 µM],-11%
Cc1ccc(/C=C/c2onc(C)c2S(=O)(=O)N2CCC(C(=O)NCc3ccc(Cl)cc3)CC2)cc1,6%,-0.9%,14%[10.9 µM],-9%
Cc1nn(-c2ccccc2)nc1CNC(=O)C(C)Cc1ccccc1 (stereo not drawn),2%,·,4%,9%
O=C(CSc1ncccc1C(=O)O)NCCC1=CCCCC1,0%,1.3%,-13%,-3%
CCCCOc1ccc(C2(C)CC(=O)NC2=O)cc1 (stereo not drawn),-15%,-0.9%,-14%,-3%
CSc1nc(-c2ccccc2O)nc(-c2ccccc2O)n1,-2%,-0.4%,-2%,13%
CC(=O)Cc1nsc(NC(=O)c2ccc(-c3ccc(Cl)c(C(F)(F)F)c3)o2)n1,5%,0.3%,-1%,3%
COc1ccc(C(=O)NCc2ccc3c(c2)CCN3C(=O)c2cccc(C)c2)cc1OC,-3%,0.5%,-7%[10.9 µM],6%
Cc1ccc(N(C(=O)c2cccc(C)c2)S(=O)(=O)c2ccc(Cl)cc2)cc1,5%,5.4%,-11%[10.9 µM],18%
CCOC(=O)c1[nH]c(C)c(CCC(=O)NC(C)c2ccccc2)c1C (stereo not drawn),12%,-0.1%,3%[10.9 µM],0%
CCN(CC)c1ccc(NC(=O)c2nc3nc(C)cc(C(F)F)n3n2)cc1,-9%,-3.5%,-13%,-7%
Clc1ccccc1-c1nc(-c2ccncc2)no1,-5%[9.22 µM],1.2%[11.4 µM],-20%[10.9 µM],-6%[9.22 µM]
CCc1nnc(SCc2nc(-c3ccccc3Cl)oc2C)c2cc3sc(C)cc3n12,1%,?,-10%[10.9 µM],10%
CCCS(=O)(=O)N1CCCC(C(=O)N2CCN(C(=O)OCC)CC2)C1 (stereo not drawn),0%,1.9%,-9%,-9%

# Complete entries as entered above.
# O=C(CSc1ncccc1C(=O)O)NCCC1=CCCCC1 as listed: p53ts 39C tox: 0%; IkB signaling: 1.3%; Peg3 imprint: -13%; p53ts 32C kill: -3%
# CC(=O)Cc1nsc(NC(=O)c2ccc(-c3ccc(Cl)c(C(F)(F)F)c3)o2)n1 as listed: p53ts 39C tox: 5%; IkB signaling: 0.3%; Peg3 imprint: -1%; p53ts 32C kill: 3%
# COc1ccc(C2C3=C(CC(c4ccco4)CC3=O)Nc3ccccc3N2C(C)=O)cc1 (stereo not drawn) as listed: p53ts 39C tox: 9%; IkB signaling: -0.3%; Peg3 imprint: -8%; p53ts 32C kill: 12%

# Later entries:
SMILES,p53ts 39C tox,IkB signaling,Peg3 imprint,p53ts 32C kill
Cc1cc2cc(CCNC(=O)c3ccc(S(=O)(=O)N4CCOCC4)cc3)c(=O)[nH]c2cc1C,-1%,?,-20%,2%
O=C(COC(=O)c1ccccc1)Nc1ccccc1N1CCOCC1,6%,·,·,7%
C=CCOC(=O)C(C(C)=O)C(NC(=O)OC)c1ccc(Cl)cc1 (stereo not drawn),-4%[9.22 µM],·,·,-3%[9.22 µM]
Cc1cc(C(=O)COC(=O)CCc2nc3ccccc3s2)c(C)n1C,9%,0.3%,-4%,-4%
CCOc1ccccc1NC(=O)c1cc2c(=O)oc3ccccc3c2s1,0%,26%,8%[10.9 µM],2%
CCOc1ccc(NC(=O)c2cc(S(=O)(=O)N3CCCC3)c[nH]2)cc1,-16%,0.2%,-5%[10.9 µM],5%
CC(C)c1ccccc1NC(=O)C(Cc1c[nH]c2ccccc12)NC(=O)OC(C)(C)C (stereo not drawn),?,?,-8%[10.9 µM],-4%
CCCc1cc(=O)[nH]c(SC(CC)C(=O)Nc2ccccc2C#N)n1 (stereo not drawn),13%,0.5%,29%,-1%
Cc1ccc2ncccc2c1,3%,2.1%,0%,-15%[1.84 µM]
Cc1c(Cl)cccc1-n1ncc(C(=O)NC2CCCC2)c1C1CCN(C(=O)OC(C)(C)C)CC1,6%,?,15%[10.9 µM],-1%
Nc1nonc1-c1noc(COc2ccccc2Cl)n1,-21%,0.0%,-40%[inhibitor],-29%
Cc1c(NS(=O)(=O)CC23CCC(CC2=O)C3(C)C)c(=O)n(-c2ccccc2)n1C (stereo not drawn),9%,-1.3%,-2%,-8%
O=C(O)c1ccccc1C(=O)c1cccs1,2%,0.2%,-6%,2%
CC1CCN(C(=O)Cn2ncc3c4ccccc4n(Cc4ccc(Cl)cc4)c3c2=O)CC1,0%,?,-6%[10.9 µM],7%
COc1ccc(OC)c2[nH]c(C(=O)O)cc12,13%,·,·,5%
CCOc1ccc(-c2nc(N)nc(C)c2-c2ccc(OC)c(OC)c2)c(O)c1,-2%,-2.7%,-11%,10%
COc1ccc(C(=O)CSc2nnc(Cc3ccccc3)o2)cc1,-14%,-0.6%,-8%,-2%
Cc1nccn1CC(=O)O,-9%,0.0%,-1%,1%
c1ccc(-c2nn3c(C4COc5ccccc5O4)nnc3s2)cc1 (stereo not drawn),6%,1.5%,12%,3%
CCC(C)NC(=O)C1CCN(C(=O)N(C)C)CC1 (stereo not drawn),-2%,-0.3%,-3%,-2%
CC(C)C[C@H](N)c1nnc(S(=O)(=O)Cc2cccc(F)c2)o1,5%,?,-40%[inhibitor],9%
CCOc1ccc2[nH]c(=O)c(CN(Cc3ccco3)C(=O)c3ccc(Br)cc3)cc2c1,-11%,22%,·,-14%
Cc1ccc2nc(-c3ccc(SCC(=O)Nc4cc(C)on4)nc3)[nH]c2c1,?,?,-88%[inhibitor],?
O=C(NCC(c1cccnc1)N1CCN(Cc2ccccc2)CC1)C(=O)Nc1ccc(F)cc1 (stereo not drawn),-17%,-2.1%,-8%[10.9 µM],-6%
Cc1ccccc1OCC(=O)Nc1ccccc1C(=O)OCc1cc(=O)n2nc(C3CC3)sc2n1,-6%,?,-13%[10.9 µM],-6%
COc1ccc(-c2nnc3ccc(SCC(=O)Nc4nc5ccc(C)cc5s4)nn23)cc1OC,-5%,·,·,-3%
c1cncc(CNc2ncncc2-c2cccnc2)c1,3%,-0.1%[11.4 µM],17%,4%
COc1ccc(-n2c(=O)c(-c3ccc(F)cc3)nc3cnc(N4CCNCC4)nc32)cc1,-24%,0.8%[11.4 µM],?,-17%
CCSCCOC(=O)C1=C(C)NC(=O)NC1c1cccc(OC)c1OC (stereo not drawn),-6%,-2.5%,-8%,6%
CCOc1ccc(OCC)c(NC(=O)C2CCCN(S(=O)(=O)c3c(C)n[nH]c3C)C2)c1 (stereo not drawn),5%,-1.5%,-13%,4%
Cc1cc(C)nc(N2CCC(C(=O)NCc3cccc(C(F)(F)F)c3)CC2)n1,8%,-0.8%,18%,15%
COc1ccccc1NC(=O)c1cc(C2CC2)nc2c1c(C)nn2-c1ccc(C)cc1,-14%,?,-7%[10.9 µM],-6%
CCN(CC)c1ccc(NC(=O)Cn2c3ncccc3c(=O)n2-c2ccccc2)c(C)c1,-8%,0.0%,-10%[10.9 µM],12%
Cc1cccc(C(C)C)c1NC(=O)Cn1c(=O)oc2cc(S(=O)(=O)N3CCCC3)ccc21,1%,-1.0%,-8%[10.9 µM],5%
CCC(=O)N1c2ccccc2CC1C(=O)NCCN1CCN(c2cccc(C)c2C)CC1 (stereo not drawn),-15%,?,-7%[10.9 µM],-8%
CC(C)OCCCn1c(SCC(=O)c2ccccc2)nc2c(sc3ccccc32)c1=O,7%,-0.9%,-5%[10.9 µM],5%
CCCC(=O)N1CC(=O)Nc2ccc(Cl)cc2C1c1ccccc1 (stereo not drawn),10%,3.2%,4%[10.9 µM],0%
CCC(=O)Nc1ccc(Cl)c(NC(=O)C(C)C)c1,-6%,-1.0%,-5%,4%
CCOc1ccc(C(=O)Nc2c(C(=O)c3ccc(OC)cc3)oc3ccccc23)cc1,3%,1.8%,-9%[10.9 µM],5%
COc1ccc(-c2nn(-c3ccccc3)cc2C(=O)Nc2ccccc2OC)cc1,-1%,?,-11%[10.9 µM],4%
CCCc1cc(N2CCN(c3ccccc3F)CC2)n2cnnc2n1,8%,?,-16%[10.9 µM],-8%
COc1ccc(C(CNC(=O)Cc2cc(OC)c(OC)c(OC)c2)N2CCCC2)cc1 (stereo not drawn),6%,0.4%,1%,8%
Cc1nc2cccnc2n1-c1cccc(C(=O)NCCc2ccc(S(N)(=O)=O)cc2)c1,8%,0.5%,?,13%
CCOC(=O)Nc1c(C)n(C)n(-c2ccccc2)c1=O,-3%,2.7%,-8%,2%
Cc1ccc(-n2ncc(C#N)c2/N=C/N(C)C)cc1,4%,0.6%,-5%,6%
CCOC(=O)C1C(C)N=C2SCC(=O)N2C1c1cccc(Br)c1 (stereo not drawn),7%,?,-8%,?
Cc1nnc(SCc2ccc(C(=O)c3ccc(Cl)cc3)o2)n1-c1ccccc1,-7%,2.7%,-17%,-9%
O=C1C(Cl)=C(Nc2ccc(S(=O)(=O)Nc3ccccn3)cc2)C(=O)c2ccccc21,2%[9.22 µM],6.3µM*,-35%[inhibitor][10.9 µM],-1%[9.22 µM]
COc1ccccc1C(=O)NCc1ccncc1,-8%,2.4%,0%,4%
Cc1cc(-c2cc(C)c(O)c(C(C)(C)C)c2)cc(C(C)(C)C)c1O,-3%[9.22 µM],3.1%[11.4 µM],-7%[10.9 µM],-1%[9.22 µM]
COc1cc(OC)c2c(=O)c(OC)c(-c3ccc(OC)c(OC)c3)oc2c1,-13%,·,-5%,-10%
O=C(NC1CCCC1)C(c1cccs1)N(C(=O)c1ccco1)c1ccc2c(c1)OCCO2 (stereo not drawn),26%,1.7%,-5%,7%
OC1CC2CC[C@H](C1)N2CCCN1c2ccccc2Sc2ccc(Cl)cc21 (stereo partly drawn),2%[9.22 µM],0.2%[11.4 µM],-13%[10.9 µM],2%[9.22 µM]
Cc1ccc(-c2csc(N(CC3CCCO3)C(=O)c3ccco3)n2)cc1 (stereo not drawn),-21%,?,-13%,-4%
Cn1c(=O)c(-c2ccccc2)nc2cnc(OCc3ccccc3)nc21,1%,-4.8%[11.4 µM],-10%,11%
COc1ccc(C2CC(=O)c3cnc(NC(=O)c4ccccc4)nc3C2)cc1OC (stereo not drawn),13%,4.7%,1%,10%
CCNc1ccc(-c2nc(-c3ccccn3)no2)cc1[N+](=O)[O-],-34%,-0.7%,-13%[10.9 µM],-2%
COC(=O)C1=C(NC(=O)c2cccs2)CCS1,-9%,-0.4%,-5%,1%
COc1ccc(C2N=C(N)Nc3nc4ccccc4n32)c(OC)c1OC (stereo not drawn),-4%,1.8%,4%[10.9 µM],-6%
Cc1c(NC(=O)C2CCN(S(=O)(=O)c3ccccc3)CC2)c(=O)n(-c2ccccc2)n1C,10%,-0.1%,-10%,1%

# A stretch from further up, for reference:
SMILES,p53ts 39C tox,IkB signaling,Peg3 imprint,p53ts 32C kill
COc1ccccc1C(=O)NCc1ccncc1,-8%,2.4%,0%,4%
Cc1cc(-c2cc(C)c(O)c(C(C)(C)C)c2)cc(C(C)(C)C)c1O,-3%[9.22 µM],3.1%[11.4 µM],-7%[10.9 µM],-1%[9.22 µM]
COc1cc(OC)c2c(=O)c(OC)c(-c3ccc(OC)c(OC)c3)oc2c1,-13%,·,-5%,-10%

# Next section:
SMILES,p53ts 39C tox,IkB signaling,Peg3 imprint,p53ts 32C kill
CN(C)c1ccc(CNC(=O)CN(C)S(=O)(=O)c2cccc3cccnc23)cc1,2%,-0.4%,-14%,4%
O=C(NCC(c1cccnc1)N1CCOCC1)Nc1ccccc1 (stereo not drawn),-7%,-1.4%,-5%,1%
Cc1ccc2c(c1)N(C(=O)CCC(=O)NCc1cccc(F)c1)CC(C)O2 (stereo not drawn),3%,-0.4%,-5%[10.9 µM],10%
COC(=O)c1ccc(CSc2nc3c([nH]c4ccccc43)c(=O)n2-c2cc(C)cc(C)c2)o1,16µM*,2.0%,-4%[10.9 µM],16%
CC1CN(Cc2nc3c(c(=O)[nH]c(=O)n3C)n2CCN2CCOCC2)CC(C)O1 (stereo not drawn),1%,1.3%,3%,4%
CCCOc1ccc(C(=O)NCc2ccco2)cc1,-11%,4.9%,-21%,-10%

# Assay outcomes: PubChem BioAssay, National Center for Advancing Translational Sciences (NCATS)
